Compound activity from PubChem BioAssay.
PI4K2A inh: qHTS for small molecular inhibitors of PI4K2A | purified PI4K2A, ADP-Glo luminescence, 1 h; stronger effect = lower value | activity change, negative = inhibition, % at 76.9 µM | 420,000 compounds, 0.13% hits | AID 1346378, 2018; in the data active = activity change below about -50%; inconclusive = mostly about -30% to -49%;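 note: -100% = wells without enzyme as full effect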
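In this quantitative HTS, ADP production by PI4K2A was quantified luminescently after 1 h at ambient temperature; 100 microM adenosine served as plate-quality control.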
D2 antag: HTS Assay for Allosteric Antagonists of the Human D2 Dopamine Receptor: Primary Screen for Antagonists | D(2) dopamine receptor (Homo sapiens), P14416 | 340,000 compounds, 2% hits | HEK293 TREx D2 cells, calcium flux, dopamine EC80 | inhibition, % at 10 µM; in the data active = inhibition above about 30%; note: 0% is about no effect
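Compounds are added to dye-loaded, induced HEK293 T-REx cells coupled to calcium release via D2; after a 3 min kinetic read an EC80 dopamine stimulus is given and fluorescence is recorded for 3 more min.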
rTrxR1 inhibitor: qHTS Assay for Inhibitors of Mammalian Selenoprotein Thioredoxin Reductase 1 (TrxR1): qHTS. Thioredoxin reductase 1, cytoplasmic (Rattus norvegicus), O89049. recombinant rTrxR1, NADPH fluorescence consumption, selenite substrate. Potency, µM (series often up to 114 µM), for the others: at the top dose activity change, negative = inhibition, actives largely listed as inhibitors. 390,000 compounds, 1% hits; note: potency is the fitted concentration of half-maximal effect; % is set by controls: 0 for no effect and ±100 for the full control effect; nearly all actives have a fitted effect of over 65% in size
Target sequence (O89049 whole entry, looked up): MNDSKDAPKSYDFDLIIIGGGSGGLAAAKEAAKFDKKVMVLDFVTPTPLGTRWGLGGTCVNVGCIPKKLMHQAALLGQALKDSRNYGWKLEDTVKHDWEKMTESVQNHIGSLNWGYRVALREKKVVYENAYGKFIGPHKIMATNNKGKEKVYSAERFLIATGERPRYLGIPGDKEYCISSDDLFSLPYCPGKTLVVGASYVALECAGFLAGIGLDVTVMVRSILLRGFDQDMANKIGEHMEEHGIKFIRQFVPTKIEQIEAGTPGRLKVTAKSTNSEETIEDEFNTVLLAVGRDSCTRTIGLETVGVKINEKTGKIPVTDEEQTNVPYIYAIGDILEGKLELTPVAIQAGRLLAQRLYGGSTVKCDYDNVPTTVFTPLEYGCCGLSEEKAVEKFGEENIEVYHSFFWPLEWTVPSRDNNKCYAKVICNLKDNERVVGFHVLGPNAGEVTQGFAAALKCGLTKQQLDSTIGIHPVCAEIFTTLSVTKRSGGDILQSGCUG
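Rat TrxR1 (90 nM in the dispensed reagent) was pre-reduced with 400 uM NADPH for 5 min at room temperature, then incubated with compound for 15 min. After 400 uM selenite was added, NADPH fluorescence (Ex 340/Em 450 nm) was followed for 8 min.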
USP1 inh: Inhibitors of USP1/UAF1: Primary Screen; Ubiquitin carboxyl-terminal hydrolase 1 (Homo sapiens), O94782; AID 743255, 2014; recombinant USP1/UAF1, Ub-Rhodamine cleavage fluorescence; Potency, µM (top dose mostly 57.1 µM), inactives show top-dose activity change, negative = inhibition, hits mostly inhibitors; 390,000 compounds, 0.23% hits; note: potency is the fitted concentration of half-maximal effect; % is set by controls: 0 for no effect and ±100 for the full control effect; nearly all actives have a fitted effect of over 60% in size; inactives centre near -12
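Step one: compound is pinned into 1nM USP1/UAF1 in HEPES pH 7.8 buffer with TCEP. Step two: 15 min room-temperature incubation. Step three: Ub-Rho (150nM final) starts cleavage, tracked by fluorescence over six one-minute reads.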
TrxR1 substrate: qHTS Assay for Substrates of Mammalian Selenoprotein Thioredoxin Reductase 1 (TrxR1): qHTS; Thioredoxin reductase 1, cytoplasmic (Rattus norvegicus), O89049; purified TrxR1 substrate turnover, NADPH consumption readout; Potency, µM (doses to about 114 µM), without a hit: at the top dose activity change, negative = substrate turnover; 390,000 compounds, 0.01% hits; AID 588456, 2011; note: potency is the fitted concentration of half-maximal effect; % is set by controls: 0 for no effect and ±100 for the full control effect; nearly all actives have a fitted effect of over 50% in size
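Rat TrxR1, dispensed at 90 nM, was prereduced with 400 uM NADPH (final) for 5 min at ~22 deg C, then incubated with compound 15 min before 400 uM selenite. A first-read NADPH fluorescence drop versus no-compound background flagged substrates.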
TRHR ag: qHTS for Small Molecule Agonists and Allosteric Enhancers of Human TRH Receptor: Primary Screen for Agonists. Thyrotropin-releasing hormone receptor (Homo sapiens), P34981. TRHR cells, calcium flux fluo-8, FDSS agonist mode. activation, % at 2 µM. 360,000 compounds, 0.18% hits. AID 493084, 2011; in the data active = activation above about 30%; note: 0% is about no effect
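TRHR-expressing cells, plated overnight in medium with 10% serum, were loaded with fluo-8 calcium dye at room temperature. After a 10 s baseline, library compound was pin-added and calcium release was recorded kinetically (ex 480/em 530) as agonist response.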
TRHR enhancer: qHTS for Small Molecule Agonists and Allosteric Enhancers of Human TRH Receptor: Primary Screen for Enhancers; Thyrotropin-releasing hormone receptor (Homo sapiens), P34981; enhancement, % at 2 µM; 360,000 compounds, 0.66% hits; TRHR cells, fluo-8 calcium fluorescence, EC20 TRH enhancement; in the data active = enhancement above about 30%; note: 0% is about no effect
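TRHR-expressing cells loaded with fluo-8 calcium dye were read kinetically (ex 480/em 530) during compound addition, then stimulated with an EC20 of TRH (10 nM final). Enhancement of the Gq-mediated intracellular calcium response was scored.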
D2 ag: HTS Assay for Allosteric Agonists of the Human D2 Dopamine Receptor: Primary Screen for Agonists; HEK293 T-REx D2 cells, calcium flux agonist mode; activation, % at 2 µM; 340,000 compounds, 0.53% hits; AID 485358, 2010;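 active = activation over 3 SD above normal in the single-dose calcium agonist read, cut at about 30% in these data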; note: 0% is about no effect
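Calcium-flux readout, 1 cycle/sec over 180 s following compound pin transfer, in inducible HEK293 Trex D2 cells (force-coupled); dopamine controls included. Positive calcium responses during this window marked compounds as potential agonists.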
IDH1 R132H inh: qHTS for Inhibitors of mutant isocitrate dehydrogenase 1 (IDH1): qHTS. Isocitrate dehydrogenase [NADP] cytoplasmic (Homo sapiens), O75874. IDH1-R132H enzyme, NADPH consumption, diaphorase/resazurin fluorescence. Potency, µM (highest dose often 76.6 µM), for inactives: at the highest dose activity change, negative = inhibition, actives largely listed as inhibitors. 390,000 compounds, 0.093% hits. AID 602179, 2012; note: potency is the fitted concentration of half-maximal effect; % is set by controls: 0 for no effect and ±100 for the full control effect; nearly all actives have a fitted effect of over 65% in size
Target sequence (O75874 whole entry R132H, stated change not applied): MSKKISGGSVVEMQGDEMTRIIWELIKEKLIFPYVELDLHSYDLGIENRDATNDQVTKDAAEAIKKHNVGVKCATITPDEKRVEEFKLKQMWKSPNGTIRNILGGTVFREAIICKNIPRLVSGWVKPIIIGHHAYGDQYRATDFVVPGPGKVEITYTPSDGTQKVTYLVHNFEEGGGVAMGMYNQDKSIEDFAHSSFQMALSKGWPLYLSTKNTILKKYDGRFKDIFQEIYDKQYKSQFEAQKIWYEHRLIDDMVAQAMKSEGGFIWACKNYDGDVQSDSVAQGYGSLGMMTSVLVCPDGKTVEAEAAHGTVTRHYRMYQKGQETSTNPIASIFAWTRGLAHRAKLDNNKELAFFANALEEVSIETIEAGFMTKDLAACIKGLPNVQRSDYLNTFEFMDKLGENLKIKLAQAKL
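IDH1-R132H (0.5 ug/mL) preincubated 30 min with compound, then NADPH (0.016 mM) and alpha-KG (2 mM) added; 80 min at RT, pH 7.5. Remaining NADPH coupled via diaphorase/resazurin to fluorescence (540/590 nm); concentration-response curves normalized to no-enzyme control.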
* hit, by the source's call; u = inconclusive; x = no result given; [ ] = another dose, or the depositor's remark. Unless noted, calls come from the whole dose curve; as a rule, active = well fitted inhibition curve with a large enough effect; inconclusive = small, poorly fitted or top-dose-only effect; inactive = no such curve, though single readings can be large or run the other way. This is a random part of the collection. Share with any hit: about 3.9%.

#	mol	TRHR enhancer	TrxR1 substrate	IDH1 R132H inh	PI4K2A inh	rTrxR1 inhibitor	USP1 inh	D2 ag	TRHR ag	D2 antag
1	O=C(Nc1cccnc1Cl)c1cc2c(s1)-c1ccccc1OC2	-6.2	44.3%[activator]	-3.0%	-2.9	46.3%[activator]	-26.8%	-0.3	-0.1	-3.1
2	CCN1CCN(c2nc(-c3ccccc3)nc3ccccc23)CC1	3.0	-13.4%	0.6%	2.0	u	-10.0%	0.7	0.7	12.2
3	COC(=O)c1ccc(=O)c2nc3/c(=C/O)c(O)cc(=O)c3[nH]c12	-3.4	-16.9%	21.4%	-19.6	56.2µM*	u	-0.1	-0.1	3.6
4	Cc1cc(C)nc(SCc2nnc(SCC(=O)Nc3nccs3)n2C)n1	24.1	-7.7%	0.2%	-0.7	-4.5%[57.1 µM]	-1.0%	0.5	0.4	-49.3
5	O=C1CC2(CCCC2)C(=O)N1c1ccc(S(=O)(=O)NCC2CC2)cc1Cl	-4.5	1.7%[57.1 µM]	3.1%	1.4	22.6%[57.1 µM]	-13.6%	-0.3	-0.2	13.1
6	CC(C)NC(=O)C1CC=CCC1C(=O)O (configuration not stated)	-7.4	-3.9%	2.1%	-7.9	0.8%	-11.8%	0.3	0.5	-10.1
7	O=C(Cn1c(NCCCO)nc2ccccc21)c1cccs1	x	0.8%	-1.9%	-6.9	24.0%	u	x	x	x
8	COC(=O)c1ccc(OCC(=O)Nc2ccsc2C(=O)OC)cc1	-3.2	7.4%	1.6%	-4.7	24.2%[57.1 µM]	-18.5%	-1.0	-0.2	0.7
9	Cc1cc(OCCN2CCCC2)ccc1[N+](=O)[O-]	2.9	-10.6%	9.1%	2.9	-13.8%	-10.0%	1.1	0.3	-1.5
10	CC(C)(C)n1cnc2cc(NC(=O)c3ccc(Cl)cc3)ccc21	4.1	-15.5%	6.3%	3.7	2.3%[57.1 µM]	-6.4%	-0.8	-0.3	-2.0
11	COC(=O)CCSc1cc([N+](=O)[O-])cc2c1c(C1OCCS1)nn2-c1ccccc1 (configuration not stated)	-4.2	-14.4%	1.3%	4.0	-12.4%	u	x	3.2	x
12	COc1cccc(OC)c1OCCCN1CCC(Cc2ccccc2)CC1	-4.7	-0.9%	3.8%	-2.2	9.5%	-10.7%	23.3	-0.1	88.8*
13	CCC(C)C(=O)OC1CCC=C2C=CC(C)C(CCC3CC(O)CC(=O)O3)C21 (configuration not stated)	x	-9.3%[57.1 µM]	6.6%	-1.3	-5.3%[11.4 µM]	-15.0%	x	x	x
14	CCn1c(C)nc2cc(C(=O)NNC(=O)CCC3CCCCC3)ccc21	1.0	10.2%[57.1 µM]	1.6%	-17.6	10.6%	-9.0%	-0.9	-0.7	-0.1
15	COC(=O)c1ccc(OCC(O)CN(CC(C)C)CC(C)C)cc1 (configuration not stated)	-10.7	-8.2%	9.2%	13.7	9.9%[57.1 µM]	-10.6%	1.3	1.6	5.1
16	O=S(=O)(Nc1ncccn1)c1ccc(NC(=S)Nc2ccccc2)cc1	0.1	1.5%	-5.1%	-0.9	3.7%	1.7%	-0.6	0.5	3.7

The closing 3 compounds of the section before are carried over, then new ones follow:
#	mol	TRHR enhancer	TrxR1 substrate	IDH1 R132H inh	PI4K2A inh	rTrxR1 inhibitor	USP1 inh	D2 ag	TRHR ag	D2 antag
14	CCn1c(C)nc2cc(C(=O)NNC(=O)CCC3CCCCC3)ccc21	1.0	10.2%[57.1 µM]	1.6%	-17.6	10.6%	-9.0%	-0.9	-0.7	-0.1
15	COC(=O)c1ccc(OCC(O)CN(CC(C)C)CC(C)C)cc1 (configuration not stated)	-10.7	-8.2%	9.2%	13.7	9.9%[57.1 µM]	-10.6%	1.3	1.6	5.1
16	O=S(=O)(Nc1ncccn1)c1ccc(NC(=S)Nc2ccccc2)cc1	0.1	1.5%	-5.1%	-0.9	3.7%	1.7%	-0.6	0.5	3.7
17	CCC(=O)Nc1nc2ccccc2n1CCN(CC)CC	-12.2	15.0%	-0.6%	-3.0	18.1%	6.8%	0.0	-0.2	27.2
18	CC(/C=C/C=C/c1ccccc1)=N/NC(=O)CNc1ccc(C)cc1	-0.3	4.7%	-4.1%	5.1	0.4%	-15.6%	0.4	0.3	-13.0
19	Cc1ccc(Cl)cc1NC(=O)C[n+]1ccc(Cc2ccc([N+](=O)[O-])cc2)cc1	-3.5	-1.2%	1.9%	-4.2	0.4%	-9.3%	-0.1	4.3	17.4
20	CCc1ccccc1NC(=O)CN(C)S(=O)(=O)c1ccc2c(c1)c(=O)n(C)c(=O)n2C	-2.8	1.3%	7.3%	7.1	7.2%	u	0.9	-0.5	2.8
21	CCCC(C)c1nc(C(N)=O)c2[nH]c(=O)n(-c3ccc(OC)c(OC)c3)c2n1 (configuration not stated)	0.7	-1.0%	-11.7%	-2.4	14.0%	-23.0%	0.0	0.2	12.3
22	CC(C)c1ccc(-n2nnnc2SCC(=O)NC2CC2)cc1	-3.2	1.9%	3.3%	-2.4	23.3%	-22.8%	-1.0	-0.2	7.5
23	COc1cc(Cl)c(C)cc1NC(=O)c1ccc(CN2C(=O)CCn3nc(C)cc32)cc1	-1.1	2.6%	15.9%	-0.4	15.1%	-20.2%	-0.2	-0.3	x
24	CS(=O)(=O)N1CCN(c2ccc(C(=O)NC34CC5CC(CC(C5)C3)C4)cc2[N+](=O)[O-])CC1	-0.1	-13.4%	9.3%	2.4	-6.9%	-8.8%	-0.9	-0.8	26.2

Looked up by compound from the entries so far:
#	mol	TRHR enhancer	TrxR1 substrate	IDH1 R132H inh	PI4K2A inh	rTrxR1 inhibitor	USP1 inh	D2 ag	TRHR ag	D2 antag
2	CCN1CCN(c2nc(-c3ccccc3)nc3ccccc23)CC1	3.0	-13.4%	0.6%	2.0	u	-10.0%	0.7	0.7	12.2
1	O=C(Nc1cccnc1Cl)c1cc2c(s1)-c1ccccc1OC2	-6.2	44.3%[activator]	-3.0%	-2.9	46.3%[activator]	-26.8%	-0.3	-0.1	-3.1

Further structures follow.
#	mol	TRHR enhancer	TrxR1 substrate	IDH1 R132H inh	PI4K2A inh	rTrxR1 inhibitor	USP1 inh	D2 ag	TRHR ag	D2 antag
25	CCCCOCCCNC(=O)COc1ccccc1	-1.8	3.6%[57.1 µM]	0.0%	-0.2	6.5%[57.1 µM]	-0.5%	-0.4	-0.4	2.4
26	CCc1cc2c(=O)oc(-c3ccccc3F)nc2s1	37.0*	-8.1%	4.5%	11.1	9.2%	-9.8%	-1.4	0.8	7.1
27	CCOc1ccccc1C1C(C(=O)OC)=CN(C)C=C1C(=O)OC	-4.5	610.2%[activator]	-1.2%	-4.4	78.4%[activator]	-18.3%	0.5	-0.1	-5.0
28	CCOC(=O)C1CCN(CC(O)COc2ccc(C(=O)CC)cc2)CC1 (configuration not stated)	1.7	-7.6%	7.7%	1.7	-11.1%	-20.8%	79.0*	-0.1	55.6*
29	CCN(CC)C(=O)CSc1nnc([C@H](CCSC)NC(=O)OC(C)(C)C)o1	-2.1	16.5%[57.1 µM]	5.0%	-4.7	24.4%[57.1 µM]	-1.6%	0.0	0.0	6.2
30	Cc1cc(C)n2nc(-c3ccc(Cl)cc3)nc2n1	1.6	-14.1%	-6.6%	1.4	-22.0%	7.0%	0.5	0.8	x
31	NC(=O)CNC(=O)C1CCN(S(=O)(=O)c2ccc(-n3cnnn3)cc2)CC1	4.9	4.7%[57.1 µM]	8.9%	5.2	9.7%[57.1 µM]	-14.2%	0.6	0.6	3.8
32	Cc1nc(/N=C(\N)NC(=O)NC2CCCCC2)nc2ccccc12	-1.0	10.0%[57.1 µM]	-4.3%	2.6	13.0%[11.4 µM]	4.0%	-1.0	-0.6	-11.9
33	CCOc1ccc(Br)cc1CNCCN1CCOCC1	0.8	-9.2%	3.8%	-2.5	-22.4%	3.0%	-6.2	-0.2	-0.8
34	COC(C(=O)NNS(=O)(=O)c1ccccc1[N+](=O)[O-])c1ccccc1 (configuration not stated)	-6.0	9.5%	-13.1%	-4.0	29.8%	-14.9%	0.1	-0.1	-5.5
35	CCc1nc2scc(-c3ccccc3)c2c(=O)n1N	0.5	-4.6%	2.9%	6.1	3.3%	-5.9%	-0.2	-2.0	-4.8
36	CC(C)CNC(=S)N1CCC(NC(=O)c2ccco2)CC1	4.8	0.0%	-3.3%	-0.4	-20.9%	-24.4%	0.5	0.3	15.1
37	CC(C)(C)NC(=O)c1cccc(NC(=O)CSc2ccccc2)c1	4.5	6.6%[57.1 µM]	-2.3%	1.3	8.9%[57.1 µM]	-1.9%	-0.2	0.0	-8.5
38	Cc1ccccc1NC(=S)N/N=C/C(C)c1ccccc1 (configuration not stated)	-1.5	-6.0%[57.1 µM]	0.3%	-6.8	-21.7%	u	-0.1	-0.2	-13.1
39	Cc1ccc(S(=O)(=O)NCCCCCC(=O)Nc2ccccc2C)cc1	-3.0	-7.3%[57.1 µM]	-1.7%	-2.9	4.7%[57.1 µM]	-13.3%	-1.3	0.1	-14.3
40	COc1ccc(C(N)=S)cc1	-3.2	-9.9%	-3.3%	-1.8	-21.9%	-16.6%	-0.5	0.0	7.9
